RmlCD inh 1536 = M. tuberculosis RmlC/RmlD inhibition; P9WH09+P9WH11; hit rate 0.03% among 160,000; inhibition, % at 3.6 µM; RmlC+RmlD coupled enzyme assay, percent inhibition; primary screen in compound mixtures; in the data active = inhibition mostly above about 34%, no sharp cut-off; also: some results filed as inactive read as strong as hits
Target sequence (P9WH09 whole entry, looked up): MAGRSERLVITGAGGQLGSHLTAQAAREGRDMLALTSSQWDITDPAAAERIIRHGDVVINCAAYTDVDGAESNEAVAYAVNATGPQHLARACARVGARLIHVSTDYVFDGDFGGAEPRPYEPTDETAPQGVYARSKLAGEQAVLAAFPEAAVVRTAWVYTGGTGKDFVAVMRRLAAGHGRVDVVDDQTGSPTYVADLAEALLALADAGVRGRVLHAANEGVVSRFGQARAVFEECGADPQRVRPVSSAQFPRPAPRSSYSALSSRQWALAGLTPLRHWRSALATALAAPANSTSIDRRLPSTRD
Target sequence (P9WH11 whole entry, looked up): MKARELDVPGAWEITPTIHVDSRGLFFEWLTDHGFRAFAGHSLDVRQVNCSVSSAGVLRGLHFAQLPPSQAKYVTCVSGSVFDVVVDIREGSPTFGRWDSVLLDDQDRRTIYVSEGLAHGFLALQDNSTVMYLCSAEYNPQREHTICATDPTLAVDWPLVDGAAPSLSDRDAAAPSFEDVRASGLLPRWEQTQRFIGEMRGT
M. tuberculosis GlmU = inhibition of mycobacterial GlmU enzyme – biochemical, glucosamine-1-phosphate acetyltransferase (AID 1376); M. tuberculosis GlmU acetyltransferase enzyme assay; higher % means a stronger effect; inhibition, %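 (tested at 30 µM in the primary screen)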, or IC50 in µM where a hit was titrated; hit rate 0.25% among 220,000; in the data active = inhibition above about 13%;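 also: 0% = complete reaction with vehicle and 100% = reaction without substrate; strong numbers were not always called active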
* marks the source's active call; other numbers are inactive results; & = joins results of further samples. A portion of the library. The share of hits here may be higher or lower than overall.

Cn1cc(SCC(N)=O)c2ccccc21 was read as RmlCD inh 1536 20.0 and M. tuberculosis GlmU 1.7%.
Screening O=C(Cc1cccs1)Nc1nncs1 returned RmlCD inh 1536 9.0 and M. tuberculosis GlmU 2.0%.
Cc1ccnc(SCC(=O)c2ccc(Br)cc2)c1C#N was read as RmlCD inh 1536 9.3 and M. tuberculosis GlmU 4.0%.
CCOC(=O)c1ccc(NCc2nc3ccccc3n2C)cc1 was read as M. tuberculosis GlmU 2.2%.
`CCN1C(c2ccc(F)cc2)=CS/C1=C(\C#N)c1nnc2n1-c1ccccc1SC2` gave RmlCD inh 1536 2.3 and M. tuberculosis GlmU 6.0%.
`CC1CCCCN1C(=O)Cn1c(=O)n(-c2ccc(F)cc2)c(=O)c2sccc21` (stereo unspecified) gave RmlCD inh 1536 -1.0 and M. tuberculosis GlmU -3.9%.
`Cc1cccc(-n2c(O)c(/C=N/NC(=O)c3ccccc3Cl)c3ccccc3c2=O)n1` gave RmlCD inh 1536 9.1 and M. tuberculosis GlmU -4.9%.
Screening COc1ccc(CCNC(=O)C2CC(=O)N(c3ccc(Br)cc3)C2)cc1OC (stereo unspecified) returned RmlCD inh 1536 6.3 and M. tuberculosis GlmU 5.8%.
COc1ccc(OC)c(-c2c(=O)n(OCc3ccccc3Br)c3ccccc3[n+]2[O-])c1 was read as RmlCD inh 1536 -8.1 and M. tuberculosis GlmU 1.8%.
For COc1cccc(-n2nnc3c(=O)n(Cc4cccc(F)c4)cnc32)c1 the results were M. tuberculosis GlmU -3.6%.
Screening CN1CCC(N(C)Cc2cccnc2)CC1 returned RmlCD inh 1536 -7.6.
O=C(NCCc1ccc(F)cc1)c1cc(=O)c2ccccc2o1 was read as RmlCD inh 1536 -9.1 and M. tuberculosis GlmU -2.3%.
`Nn1c(Cc2cccc3ccccc23)nnc1SC1CCOC1=O` (stereo unspecified) gave M. tuberculosis GlmU 2.8%.
`CC1(C)CC(C(=O)NCCC(c2ccccc2)c2ccco2)CCO1` (stereo unspecified) gave RmlCD inh 1536 0.3 and M. tuberculosis GlmU -0.1%.
Screening c1ccc(Cc2nnc3sc(C4COc5ccccc5O4)nn23)cc1 (stereo unspecified) returned RmlCD inh 1536 3.8 and M. tuberculosis GlmU 1.4%.
Screening Cc1ccsc1/C=N/NC(=O)Nc1ccccc1 returned RmlCD inh 1536 -8.2 and M. tuberculosis GlmU -1.7%.
Screening COc1ccc(C(CC(=O)NCCCN2CCOCC2)NS(=O)(=O)c2ccc(C)cc2)cc1 (stereo unspecified) returned RmlCD inh 1536 12.8 and M. tuberculosis GlmU 7.3%&-0.3%.
Cc1c(C(=O)Nc2ccccc2[N+](=O)[O-])csc1-c1ccccc1 was read as RmlCD inh 1536 -0.2 and M. tuberculosis GlmU 0.9%.
Cc1cccc(OCCCC(=O)Nc2ccc(N(C)C)cc2)c1 was read as RmlCD inh 1536 3.7 and M. tuberculosis GlmU -4.7%.
`CCn1nc(CC(=O)Nc2ccc(-n3cnnn3)c(OC)c2)c2ccccc2c1=O` gave M. tuberculosis GlmU 0.0%.
Screening O=C(CSC1=NCCN1)C1COc2ccccc2O1 (stereo unspecified) returned RmlCD inh 1536 -10.1 and M. tuberculosis GlmU 7.3%.
O=c1c2[nH]c3cccc(Cl)c3c2ncn1CCN1CCCCC1 was read as RmlCD inh 1536 -56.5 and M. tuberculosis GlmU 0.4%.
Screening COc1ccc(C[C@H]2CN3C(=NC[C@@H]3Cc3ccc(O)cc3)N2C[C@H](C)NC(=O)CCC2CCCCC2)cc1 returned M. tuberculosis GlmU -6.1%.
`Cc1cccc(OC(C)C(=O)N(Cc2cccs2)C2CCS(=O)(=O)C2)c1C` (stereo unspecified) gave RmlCD inh 1536 107.7 and M. tuberculosis GlmU 1.3%.
Screening CCN(CC)C(=O)COc1ccc(/C(C)=N/NC(=O)c2ccccc2O)cc1 returned RmlCD inh 1536 1.6 and M. tuberculosis GlmU -0.9%.
Cc1cc(C)cc(N2CC(C)(C)C2=O)c1 was read as RmlCD inh 1536 -6.1 and M. tuberculosis GlmU 10.5%.
CCN(CC)S(=O)(=O)c1ccc2c(c1)N(CC(=O)NCc1ccco1)C(=O)CO2 was read as RmlCD inh 1536 14.9 and M. tuberculosis GlmU -4.8%.
`CSc1sc(C(=O)NN)c2c1C1(CCC2)SCCS1` gave RmlCD inh 1536 6.2 and M. tuberculosis GlmU 1.8%.
COc1cc(/C=C/C(=O)c2c(O)ccc3c(C)cc(=O)oc23)ccc1O was read as RmlCD inh 1536 7.5 and M. tuberculosis GlmU 0.3%.
`O=C(c1ccco1)N1CCN(C(c2ccc(F)cc2)c2nnnn2CC2CCCO2)CC1` (stereo unspecified) gave RmlCD inh 1536 6.5 and M. tuberculosis GlmU -1.6%.

Overlap with the part before: 2 compounds; new compounds follow.
COc1cc(/C=C/C(=O)c2c(O)ccc3c(C)cc(=O)oc23)ccc1O was read as RmlCD inh 1536 7.5 and M. tuberculosis GlmU 0.3%.
`O=C(c1ccco1)N1CCN(C(c2ccc(F)cc2)c2nnnn2CC2CCCO2)CC1` (stereo unspecified) gave RmlCD inh 1536 6.5 and M. tuberculosis GlmU -1.6%.
O=C(CCC(=O)N1CCN(S(=O)(=O)c2ccccc2)CC1)c1cccs1 was read as RmlCD inh 1536 -10.3 and M. tuberculosis GlmU 0.7%.
Screening C/C(Cc1ccccc1)=N\NC(=O)CNC(=O)c1ccc(C(C)(C)C)cc1 returned M. tuberculosis GlmU 1.4%.
`O=C(NC1CCCCC1)c1cccnc1C(=O)O` gave RmlCD inh 1536 -1.2 and M. tuberculosis GlmU -6.2%.
For Cc1nn(Cc2ccccc2Cl)c(C)c1NC(=O)c1nc2ncccn2n1 the results were M. tuberculosis GlmU 1.8%.
Screening N#C/C(=C/c1cc(Br)cs1)C(=O)NCC1CCCO1 (stereo unspecified) returned M. tuberculosis GlmU -0.5%.
`CSc1nc2ccc(NC(=O)C3=NN(c4ccccc4)C(=O)CC3)cc2s1` gave RmlCD inh 1536 3.5 and M. tuberculosis GlmU 7.4%.
For COc1ccccc1N1CCN(C(=O)CCCn2c(=O)[nH]c3ccsc3c2=O)CC1 the results were RmlCD inh 1536 27.0 and M. tuberculosis GlmU 5.2%.
Screening Cc1c(S(=O)(=O)c2ccccn2)c(N)n(Cc2ccccc2)c1C returned RmlCD inh 1536 -4.4 and M. tuberculosis GlmU -6.1%.
O=C(CC(c1ccccc1)c1cc(Br)ccc1O)NCCN1CCOCC1 (stereo unspecified) was read as RmlCD inh 1536 9.9 and M. tuberculosis GlmU 2.9%.
Screening CCN(CC)c1ccc(C2C3CCCCC3(O)CCN2CC(=O)Nc2ccccc2)cc1 (stereo unspecified) returned M. tuberculosis GlmU 6.8%.
Screening CCOC(=O)C1(Cc2cccc(OC)c2)CCN(Cc2ccccc2)CC1 returned RmlCD inh 1536 -2.5 and M. tuberculosis GlmU 0.4%.
`N#Cc1cc2c(nc1SCC(=O)N1CCCCC1)CCCC2` gave RmlCD inh 1536 6.7 and M. tuberculosis GlmU 2.7%.
Cc1ccc(N(Cc2cc3cc(C)ccc3[nH]c2=O)C(=O)c2cccs2)cc1 was read as RmlCD inh 1536 6.1 and M. tuberculosis GlmU -0.8%.
For CCOC(=O)C1=C(C)Nc2nc(SC)nn2C1c1ccc(C(=O)OC)cc1 (stereo unspecified) the results were M. tuberculosis GlmU 4.1%.
CC(=O)c1ccc(NC(=O)C(C)N(C)CC(=O)Nc2cccc(F)c2)cc1 (stereo unspecified) was read as RmlCD inh 1536 6.1 and M. tuberculosis GlmU 0.7%.
Screening Cc1cc(NC(=O)c2c(Cl)cnn2C)no1 returned RmlCD inh 1536 -7.2 and M. tuberculosis GlmU -3.5%.
`CC1CN(c2cc(=O)n(Cc3ccc(F)cc3)c(=O)[nH]2)CC(C)O1` (stereo unspecified) gave RmlCD inh 1536 -7.7 and M. tuberculosis GlmU -6.5%.
For O=C(O)c1ccc(N/N=C/c2ccc(C(F)(F)F)cc2)cc1 the results were RmlCD inh 1536 -5.7 and M. tuberculosis GlmU 5.5%.
Screening COc1ccc(-c2ccc3oc(-c4ccsc4)c(-c4ccc(OC)cc4)c3c2)cc1 returned M. tuberculosis GlmU -2.0%.
Screening O=[N+]([O-])c1ccc(Cl)cc1Sc1cccc2cccnc12 returned M. tuberculosis GlmU -6.2%.
Screening Cc1nc2nc[nH]n2c(=O)c1NC(=O)CC12CC3CC(CC(C3)C1)C2 returned RmlCD inh 1536 -8.9 and M. tuberculosis GlmU 3.1%&4.9%.
Cc1ccc(S(=O)(=O)Nc2cc(-c3ccc(Cl)cc3)nn2C)cc1 was read as RmlCD inh 1536 17.9 and M. tuberculosis GlmU -3.1%.
CC1CN(c2cc(=O)n(-c3ccccc3)c(=O)[nH]2)CC(C)O1 (stereo unspecified) was read as M. tuberculosis GlmU -1.8%.
Cc1ccc(Nc2nnc(-c3ccccc3N)o2)cc1C was read as RmlCD inh 1536 -6.3 and M. tuberculosis GlmU 1.5%.
For COc1ccc(-n2c(O)c(C(C)=Nc3ccc4c(c3)CCC4)c(=O)[nH]c2=O)cc1 the results were RmlCD inh 1536 -13.9 and M. tuberculosis GlmU 0.9%.
`COc1ccc(C2C(C(=O)Nc3ccccc3)=C(C)N=C3SCC(=O)N32)cc1` (stereo unspecified) gave M. tuberculosis GlmU 3.2%.
`COC(=O)CSc1nnc(-c2ccc(OC)cc2OC)o1` gave RmlCD inh 1536 5.5 and M. tuberculosis GlmU 2.6%.
`COc1ccccc1N1CCN(C(=O)CCC(=O)O)CC1` gave RmlCD inh 1536 4.5 and M. tuberculosis GlmU 8.6%.
CC1C/C(=N/O)C(C)CN1 (stereo unspecified) was read as RmlCD inh 1536 8.5 and M. tuberculosis GlmU -2.8%.
`O=C(NNc1ccccc1Br)C(=O)n1ccc2ccccc21` gave RmlCD inh 1536 2.6 and M. tuberculosis GlmU 5.9%.

Random excerpt: three compounds from above, in no set order.
Cc1ccc(S(=O)(=O)Nc2cc(-c3ccc(Cl)cc3)nn2C)cc1 was read as RmlCD inh 1536 17.9 and M. tuberculosis GlmU -3.1%.
CC1C/C(=N/O)C(C)CN1 (stereo unspecified) was read as RmlCD inh 1536 8.5 and M. tuberculosis GlmU -2.8%.
`COc1ccccc1N1CCN(C(=O)CCC(=O)O)CC1` gave RmlCD inh 1536 4.5 and M. tuberculosis GlmU 8.6%.

Other results
CCOC(=O)c1cn(CC#N)c2cc(F)c(F)cc2c1=O was read as M. tuberculosis GlmU 7.1%.
Screening O=C(NC1CCCCC1)C1CC(O)CN1C(=O)OCc1ccccc1 (stereo unspecified) returned M. tuberculosis GlmU 0.8%.
O=C(NC(c1ccccc1)c1ccccc1)C1CCCN(S(=O)(=O)c2cnc[nH]2)C1 (stereo unspecified) was read as RmlCD inh 1536 -2.9 and M. tuberculosis GlmU -1.0%.
`O=C(Cn1c(=O)n(CCCCC(=O)NC2CCCC2)c(=O)c2ccccc21)NCCC1=CCCCC1` gave M. tuberculosis GlmU -1.8%.
Screening Cc1ccccc1S(=O)(=O)Cc1ccc(C(=O)N2CCN(C3CCCCC3)CC2)o1 returned RmlCD inh 1536 6.4 and M. tuberculosis GlmU 1.7%.
`CC1CCCCN1c1cc(C#N)c(C#N)cc1[N+](=O)[O-]` (stereo unspecified) gave RmlCD inh 1536 4.2 and M. tuberculosis GlmU -1.1%.
O=C1CC(c2ccc(Cl)cc2)SC(N(c2ccccc2)c2ccccc2)=N1 (stereo unspecified) was read as RmlCD inh 1536 33.2 and M. tuberculosis GlmU -2.7%.
Screening Cc1ccc(N2C(=O)c3cccc4c(Oc5ccccc5[N+](=O)[O-])ccc(c34)C2=O)c(C)c1 returned RmlCD inh 1536 8.5 and M. tuberculosis GlmU 3.9%.
For Cc1cc(C)c2c(=O)n(CC(=O)NCCCN3CCOCC3)sc2n1 the results were RmlCD inh 1536 3.2 and M. tuberculosis GlmU 17.0%.
O=C(Nc1cccc(Cl)c1)OCc1cnc(Cl)s1 was read as RmlCD inh 1536 3.3 and M. tuberculosis GlmU 8.2%.
For Cc1nc(-n2[nH]c3c(c2=O)CCCC3)[nH]c(=O)c1Cc1ccccc1 the results were M. tuberculosis GlmU 0.9%.
CCCCNCCOCCOc1ccc(C)cc1Br was read as RmlCD inh 1536 16.0 and M. tuberculosis GlmU 2.1%.
Screening c1cncc(-c2nnc(C3CCCCC3)o2)c1 returned RmlCD inh 1536 0.6 and M. tuberculosis GlmU -1.7%.
`Cc1nc(CSc2nnc3scc(-c4ccc(Cl)cc4)n23)cs1` gave M. tuberculosis GlmU -2.2%.
`CC1CC(C)CN(C2CCN(Cc3cccnc3)CC2)C1` (stereo unspecified) gave M. tuberculosis GlmU -6.7%.
Screening CC(C)(Oc1ccc(Cl)cc1)C(=O)NCc1ccco1 returned RmlCD inh 1536 -10.3 and M. tuberculosis GlmU -7.5%.
Screening Clc1ccccc1-c1nnc2sc(-c3ccco3)nn12 returned M. tuberculosis GlmU 5.4%.
`COCc1cc(C)nc2sc3c(=O)n(Cc4ccco4)nnc3c12` gave RmlCD inh 1536 2.2 and M. tuberculosis GlmU 6.5%.
`COc1ccc(NC(=O)/C(C#N)=C\C=C\c2ccco2)cc1` gave RmlCD inh 1536 8.1 and M. tuberculosis GlmU -6.7%.
`CC1CCCC(NC(=O)CCNS(=O)(=O)c2ccc(Br)cc2)C1C` (stereo unspecified) gave RmlCD inh 1536 7.4 and M. tuberculosis GlmU 7.0%.
`CCN(CC)CC(=O)Nc1ccccc1SCC(=O)Nc1ccsc1C(=O)OC` gave RmlCD inh 1536 -1.1 and M. tuberculosis GlmU 3.3%.
CCn1cc(C(=O)NCCN(C)CCc2ccccc2)c(=O)c2cc(S(=O)(=O)N(C)C)ccc21 was read as RmlCD inh 1536 -7.5 and M. tuberculosis GlmU -2.3%.
Screening CC(/C=N/NC(=O)c1ccncc1)=C\c1ccco1 returned RmlCD inh 1536 1.7 and M. tuberculosis GlmU -10.3%.

Bioassay records: PubChem, several laboratories
